aSyn yeast inh: alpha-synuclein toxicity inhibition in yeast; Yeast expressing alpha-synuclein, growth rescue, BacTiter-Glo, 24 h; Potency, µM (series often up to 46.1 µM), inactives show at the highest dose growth rescue (activation), usual class: activators; AID 652106; 370,000 compounds, 0.14% hits; further: potency means the concentration at half of the fitted maximal effect; % of control where 0% means no effect; nearly all actives have a fitted effect of over 65% in size
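Readout is rescue of growth in alpha-synuclein-expressing yeast, so inhibitors of toxicity appear as activators. Growth after 24 hr at 30 deg C in galactose medium is quantified by luminescence.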
D3 ag: activates the human D3 dopamine receptor. P35462. D3R DiscoveRx beta-arrestin cells, luminescence, 90 min. max activation, %. 410,000 compounds, 0.58% hits; in the data active means max activation above about 30%; further: 0% is about no effect; mostly tested at two doses, the higher about 12 µM
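Agonist-mode cell screen: cells plated at 1500/well and incubated overnight at 37 °C, then exposed to library compounds for 90 min at 37 °C. Detection reagent was added for 30–60 min at room temperature, and luminescence was read.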
FUS suppressor: FUS proteinopathy suppression in yeast. Potency, µM (series often up to 76.6 µM), for the others: top-dose growth rescue (activation), most hits filed as activators. 390,000 compounds, 0.24% hits. S. cerevisiae FUS-expressing, growth rescue, OD600, 24 h;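 further: potency means the concentration at half of the fitted maximal effect; plate controls were DMSO vehicle for no effect and reference control for full effect; nearly all actives have a fitted effect of over 55% in size; some results filed as inactive show a strong effect at the top dose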
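Cultures pregrown in 2.5% raffinose medium are shifted to minimal medium containing 2% galactose to express toxic FUS. Compounds are tested at several concentrations. After 24hr at 30C, growth is quantified at 600 nm absorbance.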
Abeta rescue: restores growth of yeast expressing A-beta42 peptide; yeast expressing A-beta42, growth rescue, OD600, 48 h; response scale: 0% DMSO, 100% iron-clioquinol control; Potency, µM (series often up to 46.1 µM), inactives show at the highest dose growth rescue, actives largely listed as activators; 410,000 compounds, 0.063% hits; further: potency means the concentration at half of the fitted maximal effect; nearly all actives have a fitted effect of over 55% in size
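Yeast A-beta toxicity model in growth medium with pinned compounds, 48 h at 30 C; growth read as absorbance at 600 nm. Normalized to FeCl3/clioquinol equimolar mix (positive) and DMSO (negative).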
DRD3 antagonist: D3 dopamine receptor (human) antagonism; D3R cells, DiscoveRx beta-arrestin luminescence, antagonist mode; active compounds read low; 360,000 compounds, 2.5% hits; max response, negative = inhibition, %; AID 652054; in the data active means max response below about -50%; inconclusive means no clear call, values can overlap the other calls; further: on the % scale 0 is the no-effect control and ±100 the full control effect; mostly tested at two doses, the higher about 12 µM
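Cells plated overnight at 1500 cells/well, then exposed to library compounds with dopamine controls for 90 minutes at 37 degrees C. DiscoveRx reagent added for 30–60 minutes at room temperature; luminescence read, quantitative HTS format.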
EPAC2 antag: antagonists of human EPAC2 | Potency, µM (top dose mostly 114 µM), for inactives: at the highest dose activity, negative = inhibition, most hits filed as inhibitors | Q8WZA2 | AID 720708 | 360,000 compounds, 0.18% hits | EPAC2 GEF exchange of Rap1B-BODIPY-GDP, fluorescence; further: potency means the concentration at half of the fitted maximal effect; on the % scale 0 is the no-effect control and ±100 the full control effect; nearly all actives have a fitted effect of over 45% in size; many of its hits are not listed in these tables
Target sequence (Q8WZA2 whole entry, looked up): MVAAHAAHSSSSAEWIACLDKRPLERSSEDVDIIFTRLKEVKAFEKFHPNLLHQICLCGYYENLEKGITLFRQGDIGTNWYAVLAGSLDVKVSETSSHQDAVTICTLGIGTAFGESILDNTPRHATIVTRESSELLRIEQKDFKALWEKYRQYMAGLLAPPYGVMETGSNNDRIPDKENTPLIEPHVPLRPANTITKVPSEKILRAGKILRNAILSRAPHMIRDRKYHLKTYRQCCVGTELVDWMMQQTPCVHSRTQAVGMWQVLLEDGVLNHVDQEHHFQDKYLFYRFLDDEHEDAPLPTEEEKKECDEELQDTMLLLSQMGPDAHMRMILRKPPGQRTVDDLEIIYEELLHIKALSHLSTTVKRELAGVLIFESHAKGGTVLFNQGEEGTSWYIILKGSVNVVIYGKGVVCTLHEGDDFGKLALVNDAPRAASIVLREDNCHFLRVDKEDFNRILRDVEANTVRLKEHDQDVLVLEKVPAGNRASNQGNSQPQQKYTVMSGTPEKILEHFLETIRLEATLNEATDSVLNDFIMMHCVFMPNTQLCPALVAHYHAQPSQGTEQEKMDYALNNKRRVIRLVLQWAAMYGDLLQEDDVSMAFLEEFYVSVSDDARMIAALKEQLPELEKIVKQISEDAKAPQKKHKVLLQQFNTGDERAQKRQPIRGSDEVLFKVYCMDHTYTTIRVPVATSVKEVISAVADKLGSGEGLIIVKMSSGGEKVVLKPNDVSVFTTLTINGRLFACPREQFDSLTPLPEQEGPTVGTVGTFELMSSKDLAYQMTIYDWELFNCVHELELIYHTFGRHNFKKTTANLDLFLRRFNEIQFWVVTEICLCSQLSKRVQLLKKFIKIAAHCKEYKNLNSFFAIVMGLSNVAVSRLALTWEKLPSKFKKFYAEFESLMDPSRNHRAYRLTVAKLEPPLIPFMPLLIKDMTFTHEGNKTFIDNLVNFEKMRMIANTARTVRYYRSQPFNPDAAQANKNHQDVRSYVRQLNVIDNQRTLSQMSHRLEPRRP
EPAC2 ag: agonists of human EPAC2 (RAPGEF4). Potency, µM (top dose mostly 154 µM), for inactives: top-dose activation, most hits filed as activators. EPAC2 activation, biochemical qHTS; response scale: 100% = 6.5 mM cAMP response. 360,000 compounds, 0.079% hits; further: potency means the concentration at half of the fitted maximal effect; nearly all actives have a fitted effect of over 50% in size
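Exchange assay: 100 nM EPAC2 with 250 nM Rap1B-BODIPY-GDP and 50 uM GDP. Fluorescence (ex 480/em 540 nm) read every 5 min for 30 min at room temperature. Data normalized to 6.5 mM cAMP as agonist control.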
TDP43 rescue: rescues yeast growth from TDP-43 toxicity; TDP-43 expressing yeast growth rescue, BacTiter-Glo, 24 h; Potency, µM (top dose mostly 46.1 µM), without a hit: at the highest dose growth rescue (activation), usual class: activators; 410,000 compounds, 1.8% hits; AID 652104; further: potency means the concentration at half of the fitted maximal effect; % of control where 0% means no effect; nearly all actives have a fitted effect of over 50% in size
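Readout is BacTiter-Glo luminescence of cell growth, so inhibitors register as activators. TDP-43-expressing yeast at OD600=0.02 in galactose medium, after raffinose pregrowth to mid-log, were incubated with compound for 24 hr at 30 deg C.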
The depositor's hits bear a star; ? = inconclusive; . = not tested or not shown; & = joins results of further samples; [ ] = another dose, or the depositor's remark. Unless noted, the call rests on the fitted dose curve; in most records, active means well fitted curve in the direction sought with a large enough effect; inconclusive means small, poorly fitted or top-dose-only effect, or another doubt; inactive means no such curve, though single readings can be large; an effect the other way counts as inactive or inconclusive. A portion of the library; the hit share may differ from the screen's.

Screens by letter: A = aSyn yeast inh; B = D3 ag; C = FUS suppressor; D = Abeta rescue; E = DRD3 antagonist; F = EPAC2 antag; G = EPAC2 ag; H = TDP43 rescue
SMILES: O=C(O)C(O)(c1ccccc1)C(O)c1ccccc1 (stereo not given)
  A: -5%	B: -9	C: 34%	D: -1%	E: -17	F: 4%	G: 11%	H: -25%

SMILES: CC(=O)NC(Cc1ccc(C)cc1)C(=O)NC1CCN(C(=O)c2ccc([N+](=O)[O-])cc2)CC1 (stereo not given)
  A: -2%	B: 3	C: 0%	D: 4%	E: -15	F: 21%	G: 6%	H: -5%

SMILES: CC(C)CNS(=O)(=O)c1ccc(N2CCCCS2(=O)=O)cc1
  A: .	B: -17	C: -6%	D: -4%	E: .	F: .	G: .	H: 8%[9.22 µM]

SMILES: Cc1cccc(C)c1Nc1c(-c2ccccc2F)nc2cccc(C)n12
  A: -5%	B: -10	C: 13%	D: -8%	E: .	F: .	G: .	H: ?

SMILES: O=C(COc1ccc(OCc2ccccc2)cc1)NN=C1CCCC1
  A: -7%	B: 3	C: -5%	D: -13%	E: 9	F: 7%	G: -6%	H: 16%

SMILES: Cc1nn(Cc2ccccc2)c(C)c1C(=O)N1CCN(CC(=O)Nc2ccc(F)cc2)CC1
  A: 2%	B: 1	C: -1%	D: 1%	E: 4	F: 14%	G: 4%	H: 5%

SMILES: CN(C)c1ccc(C2N3CC4(C)CN2CC(C)(C3)C4O)cc1 (stereo not given)
  A: 0%	B: 4	C: -26%	D: 1%	E: 3	F: -22%	G: 4%	H: 7%

SMILES: CCCCc1ccc(/C=C2\C(=O)ON=C2c2ccccc2)s1
  A: 9%	B: 19	C: 3%	D: 2%	E: -3	F: -2%	G: 11%	H: 18%

SMILES: COc1ccc(/C=C/C(=O)NC(=S)NNC(=O)c2cnccn2)cc1
  A: -28%	B: 5	C: 7%	D: -78%[inhibitor]	E: 13	F: -5%	G: -7%	H: -49%[inhibitor]

SMILES: Cc1cc(C)nc(SCNC(=O)c2ccccc2)n1
  A: 0%	B: 0	C: 12%	D: 2%	E: 3	F: 5%	G: -5%	H: -24%

SMILES: COc1ccc(-c2nc(C)c(CCNC(=O)C(=O)Nc3ccccc3F)s2)cc1
  A: -15%	B: 3	C: -14%	D: -10%	E: .	F: .	G: .	H: 2%

SMILES: O=C1CCCCN1CCC(=O)N1CCCC(N2CCN(c3cccc(Cl)c3)CC2)C1 (stereo not given)
  A: -4%	B: -2	C: .	D: -4%	E: 1	F: 2%	G: -2%	H: 4%

SMILES: CCOCc1nnc(NC(=O)CS(=O)(=O)c2ccc(C)cc2)s1
  A: 0%	B: -12	C: 20%	D: -4%	E: -25	F: -5%	G: 8%	H: -17%

SMILES: CC(=O)c1sc(NC(=O)CCCc2nc3ccccc3c(=O)[nH]2)nc1-c1ccccc1
  A: 2%	B: 1	C: 13%	D: -16%	E: -10	F: -1%	G: 4%	H: 5%

SMILES: Cc1noc(C)c1CSCC(=O)Nc1ccccc1N1CCCC1
  A: 3%	B: 3	C: -2%	D: 0%	E: -1	F: 0%	G: 2%	H: 0%

SMILES: Fc1cccc(/C=C2\CCCC3=C2NC(=S)NC3c2cccc(F)c2)c1 (stereo not given)
  A: 17%	B: -16	C: 35%	D: ?	E: -19	F: 12%	G: 8%	H: ?

SMILES: COC(=O)c1sccc1NC(=O)Cc1ccc(OC)c(OC)c1
  A: 9%	B: 7	C: .	D: -14%	E: 13	F: -1%	G: 0%	H: 2%

SMILES: O=C(Cn1cc(C(F)(F)F)ccc1=O)NCCc1ccc(Cl)cc1Cl
  A: -5%	B: 2	C: -36%	D: 6%	E: 4	F: 18%	G: 12%	H: 17%

SMILES: COc1cc(C(c2sc3nc(C)nn3c2O)N2CCC3(CC2)OCCO3)cc(OC)c1OC (stereo not given)
  A: -2%	B: 2	C: 0%	D: -2%	E: -51*	F: -1%	G: 1%	H: -4%

SMILES: Cc1cc(=O)[nH]c(N/N=C/c2c(C)nn(-c3ccccc3)c2Cl)n1
  A: -7%	B: -3	C: 30%	D: -4%	E: 29	F: -4%	G: -8%	H: -6%

SMILES: S=C(Nc1cccnc1)Nc1cccc2cnccc12
  A: 0%	B: 0	C: -16%	D: -24%	E: 3	F: 31%[activator]	G: 2%	H: -10%

SMILES: COc1ccc(C2C(C(=O)Nc3cccnc3)=C(C)Nc3nc(SCc4ccccc4)nn32)cc1 (stereo not given)
  A: .	B: -4	C: -2%	D: -6%	E: .	F: .	G: .	H: 12%

SMILES: c1ccc(N2CCN(c3nc(-c4cccs4)nc4ccccc34)CC2)cc1
  A: -1%	B: 6	C: 30%	D: -18%	E: 7	F: -13%	G: 3%	H: ?

SMILES: COc1cc(C(=O)OCC(=O)N2CC(C)OC(C)C2)cc(OC)c1OC (stereo not given)
  A: 1%	B: -3	C: 10%	D: -14%	E: -13	F: 1%	G: 5%	H: -21%

SMILES: O=C(COC(=O)c1ccccc1Br)NC(=O)NCc1ccccc1
  A: 4%	B: 6	C: -4%	D: 8%	E: 7	F: 2%	G: 9%	H: 11%

Screens by letter: A = aSyn yeast inh; B = D3 ag; C = FUS suppressor; D = Abeta rescue; E = DRD3 antagonist; F = EPAC2 antag; G = EPAC2 ag; H = TDP43 rescue
SMILES: CCCN(/C=N/c1sc2c(c1C#N)CCCCC2)CCC
  A: 3%	B: -1	C: 10%	D: -30%	E: 20	F: -13%	G: 9%	H: -2%

SMILES: C[C@H](CO)N1C[C@H](C)[C@H](CN(C)S(=O)(=O)c2cn(C)cn2)OCc2cnnn2CCCC1=O
  A: -1%	B: 4	C: -22%	D: -3%	E: -28	F: 5%	G: 5%	H: 1%

SMILES: COC(=O)C1=C(C)N=C2SC(C)C(=O)N2C1/C=C/c1ccccc1OC (stereo not given)
  A: 10%	B: 0	C: ?	D: -5%	E: -11	F: 6%	G: 5%	H: -12%

SMILES: COC(C[C@H]1O[C@H]1[C@@H](O)[C@H](C)OCc1ccccc1)OC
  A: -1%	B: -11	C: -9%	D: -9%	E: 0	F: 11%	G: -5%	H: 6%

SMILES: CN(CC(=O)Nc1ccc2c(c1)OCO2)S(=O)(=O)c1ccc(F)cc1
  A: 4%	B: 6	C: -13%	D: 1%	E: -8	F: -8%	G: -5%	H: 8%

SMILES: CCC(CC)CC1CN2CCc3cc(OC)c(OC)cc3C2CC1(O)CC (stereo not given)
  A: 2%	B: -7	C: -2%	D: -15%	E: -24	F: -3%	G: 13%	H: -5%

SMILES: O=C(OCc1nnc(-c2ccc(Br)cc2)o1)c1ccco1
  A: -5%	B: -11	C: .	D: -12%	E: -13	F: 3%	G: 4%	H: 8%

SMILES: O=C(c1ccco1)N1N=C(c2ccncc2)CC1(O)C(F)(F)F (stereo not given)
  A: -5%	B: -4	C: -2%	D: 5%	E: -5	F: ?	G: 9%	H: -16%

SMILES: Cc1ccccc1OCC(=O)N/N=C/c1cn(Cc2ccccc2)c2ccccc12
  A: -5%	B: 2	C: 24%	D: 7%	E: 5	F: 7%	G: 9%	H: 6%

SMILES: c1ccc2sc(NC3=NCN(CCN4CCOCC4)CN3)nc2c1
  A: -7%	B: -5	C: 7%	D: -12%	E: -3	F: -1%	G: 21%	H: 4%

SMILES: CCCOc1ccc(CNC(=O)c2ccc(-n3c(C)cc4c3CCC(C)C4)cc2)cc1 (stereo not given)
  A: .	B: -4	C: ?	D: -1%	E: .	F: .	G: .	H: 21%

SMILES: COc1ccc(S(=O)(=O)N2CCc3cc4c(cc3C2C)OCCCO4)cc1 (stereo not given)
  A: 1%	B: -6	C: 25%	D: -29%	E: -20	F: -12%	G: 6%	H: 29%

SMILES: C=CCN(CC(=O)NCc1ccc(F)cc1)C(=O)c1csnn1
  A: -1%	B: -5	C: -1%	D: -2%	E: -12	F: -3%	G: 5%	H: -14%

SMILES: COc1ccccc1N1CCN(c2nc(C)nc3c2oc2ccccc23)CC1
  A: 1%	B: 1	C: ?	D: -89%[inhibitor]	E: 20	F: -20%	G: 2%	H: 4%

SMILES: Cc1ccc(-n2ncc3c2CC(C)(C)CC3NC(=O)CCN2CCCCC2=O)cc1 (stereo not given)
  A: -4%	B: -10	C: .	D: -7%	E: 1	F: 5%	G: -3%	H: 10%

SMILES: Oc1ccc(-c2csc(-c3c[nH]c4ccccc34)n2)c(O)c1
  A: 10%	B: -3	C: 4%	D: 2%	E: 0	F: 4%	G: -6%	H: ?

SMILES: CCN(CC)C(=O)COC(=O)C1CCN(S(=O)(=O)c2ccc3c(c2)OCCO3)CC1
  A: -2%[1.84 µM]	B: -1	C: ?	D: -3%	E: 0	F: -1%	G: 6%	H: 3%

SMILES: COc1ccccc1N(CC(=O)NCc1ccccn1)S(C)(=O)=O
  A: 0%	B: -4	C: -16%	D: -25%	E: -12	F: 1%	G: 10%	H: -17%

SMILES: CCOC(=O)c1c(NC(=O)c2cc(-c3ccccc3)on2)sc2c1CCCC2
  A: .	B: 4	C: -14%	D: -13%	E: .	F: .	G: .	H: 14%[9.22 µM]

SMILES: CC(CC(=O)Nc1ccc(Br)cc1F)S(=O)(=O)c1ccc2c(c1)NC(=O)CO2 (stereo not given)
  A: 5%	B: 8&9	C: -4%&-5%	D: 3%&-3%	E: 10	F: -9%	G: -3%	H: -7%&22%

SMILES: COC(=O)CCc1sc(Nc2ccc(Br)cc2)nc1-c1ccc(OC)cc1
  A: -2%	B: -1	C: 2%	D: 6%	E: ?	F: -13%	G: 14%	H: 12%

SMILES: CCCCn1c(N)c(N(CCOC)C(=O)COC(=O)CSc2cc(C)c3ccccc3n2)c(=O)[nH]c1=O
  A: -7%	B: -1	C: 10%	D: -1%	E: 10	F: -6%	G: -3%	H: -3%

SMILES: O=C(Cc1ccccc1)N1CCCC1c1ccccc1 (stereo not given)
  A: -3%	B: -4	C: 7%	D: -7%	E: 28	F: 1%	G: 1%	H: 25%

A different layout for part of the listing above:
molecule	aSyn yeast inh	D3 ag	FUS suppressor	Abeta rescue	DRD3 antagonist	EPAC2 antag	EPAC2 ag	TDP43 rescue
O=C(OCc1nnc(-c2ccc(Br)cc2)o1)c1ccco1	-5%	-11	.	-12%	-13	3%	4%	8%
c1ccc2sc(NC3=NCN(CCN4CCOCC4)CN3)nc2c1	-7%	-5	7%	-12%	-3	-1%	21%	4%
CCC(CC)CC1CN2CCc3cc(OC)c(OC)cc3C2CC1(O)CC (stereo not given)	2%	-7	-2%	-15%	-24	-3%	13%	-5%
C=CCN(CC(=O)NCc1ccc(F)cc1)C(=O)c1csnn1	-1%	-5	-1%	-2%	-12	-3%	5%	-14%

Bioassay records as filed in PubChem BioAssay.
